# Screens deposited in PubChem BioAssay by National Center for Advancing Translational Sciences (NCATS).
# HEK293 viab: GF-AFC viability counterscreen for inhibitors of alpha-synuclein gene (SNCA) expression. HEK-293-SNCA-luc viability, GF-AFC fluorescence, 24 h. Potency, µM (top dose mostly 57.1 µM), for the others: at the highest dose activity change, negative = cytotoxicity, actives largely listed as cytotoxic. 150,000 tested, 0.12% active;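 further: potency means the concentration at half of the fitted maximal effect; 0% = DMSO-treated cells and -100% = medium-only wells without cells; nearly all actives have a fitted effect of over 30% in size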
#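 HEK-293-SNCA-luc cells (1500/well) plated 24 h, then exposed 24 h to a dilution series; GF-AFC added 30 min at 37C, fluorescence 405/540 nm; normalised to medium-only and DMSO wells, Hill fit.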
# HEK293 tox: Cytotoxic Profiling in HEK 293 Cell Line of Diverse Libraries Using Quantitative High-Throughput Screening; HEK 293 viability, ATP luminescence (CellTiter-Glo), 48-72 h; Potency, µM (series often up to 115 µM), without a hit: top-dose activity change, negative = cytotoxicity, usual class: inhibitors; 94,000 tested, 6.6% active; AID 1345083, 2018; further: potency means the concentration at half of the fitted maximal effect; nearly all actives have a fitted effect of over 60% in size
#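 Viability of HEK 293 cells, plated at 250 cells/well, was judged by cellular ATP after compound treatment for 48 or 72 hr. Luminescence was imaged 10 min after CellTiter-Glo addition at room temperature.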
# IP6K1 inh: Primary qHTS assay for small molecule inhibitors of Inositol hexaphosphate kinase 1 (IP6K1); 140,000 tested, 0.81% active; Inositol hexakisphosphate kinase 1 (Homo sapiens), Q92551; IP6K1 kinase, ADP-Glo luminescence, 2 h; hits give low values; AID 1645851, 2021; activity change, % (series mostly up to about 58 µM); in the data active means activity change below about -25%
# Target sequence (Q92551 whole entry, looked up): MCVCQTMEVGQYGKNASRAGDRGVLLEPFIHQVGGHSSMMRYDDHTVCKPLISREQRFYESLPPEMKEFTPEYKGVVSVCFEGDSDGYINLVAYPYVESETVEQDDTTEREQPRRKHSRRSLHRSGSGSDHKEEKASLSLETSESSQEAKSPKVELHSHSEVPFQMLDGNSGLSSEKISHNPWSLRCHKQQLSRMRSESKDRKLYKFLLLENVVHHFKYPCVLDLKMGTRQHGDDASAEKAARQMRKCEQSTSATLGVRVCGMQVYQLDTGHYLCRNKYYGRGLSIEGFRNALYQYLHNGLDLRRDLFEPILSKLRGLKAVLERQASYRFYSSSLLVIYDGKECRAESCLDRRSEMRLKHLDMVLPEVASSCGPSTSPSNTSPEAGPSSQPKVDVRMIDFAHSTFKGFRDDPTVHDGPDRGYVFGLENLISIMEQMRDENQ
#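 ADP-Glo luminescence measures ADP made by human IP6K1 during a 2 h RT reaction with ATP/IP6 (mix at 1.3 mM/130 uM); top library doses 57.5 and 19.1 uM final.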
# GPT2 inhibitor: Primary qHTS assay for inhibitors of Glutamate pyruvate transaminase 2 (GPT2). Alanine aminotransferase 2 (Homo sapiens), Q8TD30. Recombinant GPT2, coupled pyruvate oxidase/HRP Amplex Red fluorescence. Potency, µM (doses to about 57.7 µM), for the others: at the top dose activity change, negative = inhibition, most hits filed as inhibitors. 100,000 tested, 0.25% active. AID 1671188, 2021; further: potency means the concentration at half of the fitted maximal effect; nearly all actives have a fitted effect of over 60% in size; many of its hits are not listed in these tables
#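 Recombinant GPT2 (10ng/uL) with 250uM a-KG and 2mM L-alanine, 30 min at room temperature, in HEPES pH 7.5 buffer. Pyruvate detected by pyruvate oxidase/HRP/Amplex Red fluorescence after 30 min in the dark; AOA (50uM) as positive control.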
# 3T3 cytotox: Cytotoxic Profiling in NIH 3T3 Cell Line of Diverse Libraries Using Quantitative High-Throughput Screening; NIH 3T3 viability, CellTiter-Glo ATP luminescence, 48-72 h; Potency, µM (doses to about 96.7 µM), for inactives: at the top dose activity change, negative = cytotoxicity, hits mostly inhibitors; 94,000 tested, 4.3% active; further: potency means the concentration at half of the fitted maximal effect; nearly all actives have a fitted effect of over 55% in size
#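 Cells were seeded at 400 per well, treated with pin-transferred compound, and kept 48 or 72 hr at 37 °C before CellTiter-Glo addition and luminescence imaging of cellular ATP.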
# SNCA expr inhib: Primary qHTS assay for inhibitors of alpha-synuclein gene (SNCA) expression. HEK-293 SNCA-luciferase knock-in, luminescence, 24 h. Potency, µM (titrated, usually from 57.2 µM), inactives show at the highest dose activity change, negative = inhibition, actives largely listed as inhibitors. 140,000 tested, 0.17% active;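 further: potency means the concentration at half of the fitted maximal effect; plate controls were DMSO cells for no effect and cell-free wells for full effect; nearly all actives have a fitted effect of over 45% in size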
# FLuc inh: Firefly luciferase inhibition profiling of diverse chemical library using quantitative high-throughput screening. Luciferin 4-monooxygenase (Photinus pyralis), P08659. purified P. pyralis luciferase, luminescence, biochemical. Potency, µM (series often up to 115 µM), inactives show at the top dose activity change, negative = inhibition, actives largely listed as inhibitors. 76,000 tested, 2.5% active; further: potency means the concentration at half of the fitted maximal effect; nearly all actives have a fitted effect of over 65% in size
# Target sequence (P08659 whole entry, looked up): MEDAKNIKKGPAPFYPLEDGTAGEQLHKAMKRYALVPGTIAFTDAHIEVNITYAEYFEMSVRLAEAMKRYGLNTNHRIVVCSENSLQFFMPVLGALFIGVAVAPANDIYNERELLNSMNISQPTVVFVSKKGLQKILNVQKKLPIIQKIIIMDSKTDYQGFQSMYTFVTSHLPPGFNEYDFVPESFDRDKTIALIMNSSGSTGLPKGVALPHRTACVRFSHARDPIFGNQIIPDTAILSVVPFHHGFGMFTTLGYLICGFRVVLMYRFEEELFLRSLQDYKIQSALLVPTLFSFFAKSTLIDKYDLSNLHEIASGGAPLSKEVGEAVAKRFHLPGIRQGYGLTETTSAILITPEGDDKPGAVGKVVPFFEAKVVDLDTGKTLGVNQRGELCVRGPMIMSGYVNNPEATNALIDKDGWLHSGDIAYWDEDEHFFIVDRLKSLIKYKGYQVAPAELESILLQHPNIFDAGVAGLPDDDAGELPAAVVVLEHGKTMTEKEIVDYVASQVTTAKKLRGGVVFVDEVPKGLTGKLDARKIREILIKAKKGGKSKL
#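 Luminescence read by CCD imager after adding enzyme (10nM final) to wells holding compound, titrated in qHTS. Substrates 10uM each D-luciferin and ATP; buffer 50mM Tris acetate pH 7.5, 10mM Mg acetate, Tween-20, BSA.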
# * hit, by the source's call; i = inactive; ? = inconclusive; / = not tested or not shown; [ ] = another dose, or the depositor's remark. Unless noted, the call rests on the fitted dose curve; in most records, active means well fitted curve in the direction sought with a large enough effect; inconclusive means small, poorly fitted or top-dose-only effect, or another doubt; inactive means no such curve, though single readings can be large; an effect the other way counts as inactive or inconclusive. Unless noted, on the % scale 0 is the no-effect control and ±100 the full control effect. Some of the compounds tested; rates above refer to the full screens.
SMILES,HEK293 viab,HEK293 tox,IP6K1 inh,GPT2 inhibitor,3T3 cytotox,SNCA expr inhib,FLuc inh
Cc1ccncc1-c1c(C)nn2c1N(C(=O)Cc1ccc(Cl)cc1)CCC2,-11%[87.6 µM],-27%[172 µM],17,i,?,7%[87.6 µM],-2%[172 µM]
CCn1c(=O)n(-c2ccc3c(c2)OCO3)c2nc(-c3cccc(OC)c3OC)nc(C(N)=O)c21,0%,/,10,/,/,3%,/
Cc1ccc(CNC(=O)CCc2c(C)nn(-c3ccc(N4CCOCC4)nn3)c2C)cc1,0%,/,17,/,/,7%,/
Cc1cc(C)cc(NC(=O)Cn2ccn3nc4c(c3c2=O)CCCC4)c1,0%,5%,-2,4%,4%,18%,7%
COc1ccccc1C(=O)N1CCCC(CN2CCC(C)CC2)CC1 (stereo not drawn),-16%,2%,-8,i,2%,28%,11%
Cc1ccc(NC(=O)C2N(C(C)C)C(=O)C23CCCCC3)cc1 (stereo not drawn),-1%,?,-2,-10%,-22%,-3%,-10%
Cc1ccc(C(=O)N2CCC(c3n[nH]c(=O)n3Cc3ccc(F)cc3)CC2)c(C)c1,-10%,-7%,3,i,-17%,?,-4%
Cc1ccc(-c2noc([C@@H]3CCCN3C(=O)Cc3cccc(C)c3)n2)cc1,6%,?,-1,i,?,1%,-16%
COCCN(C)C(=O)c1cn2cc(-c3cccc(Cl)c3)n(CC3CC3)c(=O)c2n1,-9%,-20%,9,-5%,?,16%,7%
CN(C)c1cccc(Oc2nnnn2[C@H]2CO[C@H]3[C@@H]2OC[C@@H]3NCC2CC2)c1,8%[87.6 µM],-20%[172 µM],11,-1%[88.5 µM],-7%[174 µM],14%[87.6 µM],-1%[172 µM]
O=C(c1ccccc1F)N1CCN(c2cc(-c3ccc(F)cc3)[nH]n2)CC1,11%,?,10,i,?,-3%,-4%
COc1ccc(CNC(=O)c2cc3c(N4CCCC4)nc(C)cn3n2)c(OC)c1,7%,-21%,-10,i,-30%,12%,-3%
Cc1ccc(NC(=O)Cn2cc(S(=O)(=O)Cc3ccc(F)cc3)c3ccccc32)cc1Cl,?,/,5,/,/,?,/
COC(=O)c1ccc(NC(=O)c2cnn(-c3ccc(Cl)cc3)c2C2CCN(C(=O)OC(C)(C)C)CC2)cc1,-5%,/,-20,/,/,?,/
O=C(Nc1ccc(Cl)cc1)c1cc(S(=O)(=O)N2CCCc3ccccc32)ccc1F,-13%,/,2,/,/,33%[activator],/
CC(=O)N1CCOc2cc(S(=O)(=O)N(C)Cc3ccccc3)c(Cl)cc21,6%,/,2,/,/,-7%,/
CN(C)C[C@@H]1CN(c2ncccn2)C[C@H]1NC(=O)CCc1ccccc1,5%,i,6,i,-3%,-6%,-6%
CN1CCN([C@H]2CCN(C(=O)Cc3cccc(O)c3)C[C@H]2CCCO)CC1,5%,i,3,-13%,3%,-6%,2%
CCn1c(=O)c2cc(C(=O)NCc3ccc(F)cc3Cl)sc2c2ccccc21,3%,/,11,/,/,24%,/
COC(=O)c1scc(-c2ccc(C)cc2)c1S(=O)(=O)Nc1ccc(NC(C)=O)cc1,-12%,/,18,/,/,-19%,/
O=C(c1ccc2c(c1)OCCN(c1cccc(OC(F)(F)F)c1)C2)N1CCOCC1,5%[87.6 µM],?,-11,-3%[88.5 µM],-25%[138 µM],-25%[87.6 µM],-2%[172 µM]
COc1ccc(C2(C(=O)N3CCCN(C(=O)C4CC4)C(c4ccccc4)CC(=O)NCC3)CC2)cc1 (stereo not drawn),-5%,5%,11,?,-20%,-10%,-3%
O=c1cc(-c2cccnc2)oc2c(NCc3ccccc3)nccc12,-4%[87.6 µM],?,-22,?,22µM*,-16%[87.6 µM],?
COC(=O)C(C)Sc1nc2c([nH]c3ccccc32)c(=O)n1-c1ccc(OC)cc1 (stereo not drawn),-7%,/,-1,/,/,32%[activator],/
O=C(NCc1ccccc1Cl)C1CCN(S(=O)(=O)c2ccc3c(c2)CCCN3C(=O)C2CCC2)CC1,?,/,3,/,/,2%,/
CCc1ccc(S(=O)(=O)N2CCN(C3CCN(CCc4ccccc4)C3=O)CC2)cc1 (stereo not drawn),2%,?,19,2%,?,10%,0%
COc1ccc(Cn2c(C(=O)O)c(CNCc3ccccc3F)c3ccc(OC)cc32)cc1,?,/,-13,/,/,-21%,/
CNC(=O)[C@@H]1CN(C(=O)c2n[nH]c3ccccc23)C[C@H]1c1nc(C)no1,9%,i,9,-1%,i,-6%,-9%
O=C(O)C1=NOC2CN(Cc3cccc(C(F)(F)F)c3)CC12 (stereo not drawn),5%,i,1,-4%,i,7%,/
CCOc1ccc(CCNC(=O)CSc2cc(=O)n(C)c3cc(Cl)ccc23)cc1OCC,9%,/,5,/,/,-10%,/
O=C(Nc1cc(F)ccc1F)C1COc2ccccc2C1 (stereo not drawn),10%,/,-5,/,/,25%,/
CN1C(=O)c2cccn2CC1C(=O)NCCCc1ccccc1 (stereo not drawn),-8%,i,-9,-13%,-5%,-10%,/
COc1ccc(C2CC(=O)N(CC(=O)Nc3ccc(C(F)(F)F)cc3)c3ccccc3S2)cc1 (stereo not drawn),-5%,/,10,/,/,29%,/
COCCOC1CCOC2(CCN(C(=O)Cc3ccccc3)CC2)C1 (stereo not drawn),-19%[12.5 µM],-4%,4,i,i,18%,-8%
COc1ccc(Cl)cc1-c1ccc2c(c1)C(=O)N1CCN(C(=O)CC3(CC(=O)O)CCCC3)C[C@H]1C(=O)N2,1%,-8%,4,i,-10%,19%,3%
Cc1c(CCNS(=O)(=O)c2ccccc2)sc2nc(-c3ccc(Cl)cc3)nn12,-29%,/,-13,/,/,-8%,/
CN(C)C[C@@H]1CN(Cc2ccccc2)C[C@H]1NC(=O)c1cn[nH]c1,6%,-28%,-12,i,-8%,3%,-14%
O=C(NCC1CCCCCC1)C1CCCN(Cc2cccc(-c3ccc(F)cc3F)c2)C1 (stereo not drawn),-8%,?,-15,-3%,?,-14%,/
Cn1nc2n(c1=O)CCC(NC(=O)c1cncc(Br)c1)CC2 (stereo not drawn),2%,3%,7,2%,-9%,-4%,2%
Cc1ccsc1C(=O)N1CC2CC(C1)[C@H]1CCCC(=O)N1C2 (stereo partly drawn),-4%,9%,21,-6%,i,0%,5%
O=c1[nH]c(C2CCN([S+](=O)([O-])c3cccc(C(F)(F)F)c3)CC2)nn1-c1ccc(F)cc1,-17%,-28%,24,-10%,-2%,0%,-5%
CO[C@H]1C(=O)N(C2CCN(C(=O)c3ccc4[nH]ccc4c3)CC2)[C@H]1c1ccncc1,?,-11%,3,1%,-18%,33%[activator],-11%
O=C(c1ccc2ccccc2n1)N1CCC(c2n[nH]c(=O)n2-c2ccccc2)CC1,1%,4%,-4,-6%,45µM*,13%,8%
COc1cccc(Cn2cnc3c2c(=O)n(C)c(=O)n3C)c1,-14%,/,2,/,/,0%,/
Cn1c(Cn2ccnc2)nnc1C1CCCN(C(=O)CSCC2CC2)C1 (stereo not drawn),-11%,4%,-4,2%,-14%,-20%,2%
CCOC(=O)c1c(C)[nH]c(C)c1S(=O)(=O)N1CCC(C(=O)NCc2cccc(C)c2)CC1,6%,/,16,/,/,-12%,/
NC1(Cc2cc(C(=O)N3CCCCC3)on2)COC1,8%[87.6 µM],-5%[230 µM],13,i,-10%[230 µM],7%[87.6 µM],8%[230 µM]
CC(C)N(C)S(=O)(=O)c1ccc2c(c1)CCN(C(=O)c1cscn1)C2,-8%,-22%,8,-51%,-36%,4%,-3%
Cc1noc2nc3c(c(C(=O)N[C@H]4CC[C@H]4NC4CCCC4)c12)CCC3,-19%,-24%,2,4%,?,34%[activator],-2%
CCN(CC)S(=O)(=O)c1ccc(N2CCCCS2(=O)=O)cc1,13%,/,13,/,/,102%[activator],/
O=C1CS(=O)(=O)C2(C(=O)N(Cc3ccccc3)c3ccccc32)N1c1ccc(F)c(Cl)c1 (stereo not drawn),6%,/,1,/,/,2%,/
COCCCNC(=O)CSc1c2c(nc3ccc(Cl)cc13)CCCC2,-25%,/,12,/,/,?,/
CCOc1ccc2c(n1)CCN(C(=O)Nc1ccc(C)cc1C)C2,3%[12.5 µM],-6%,-19,-3%,-27%,11%,-14%
Cc1ccc(C(=O)O)cc1NC(=O)c1nsc2ccccc12,10%,/,-23,/,/,?,/
Cc1nnc2ccc(N3CCCN(C(=O)c4cccc(Cl)c4)CC3)nn12,/,i,-14,/,-13%,/,/
CN(C)C(=O)N(C)C1CCc2ccccc2C1 (stereo not drawn),13%[87.6 µM],-8%[172 µM],-6,-4%[88.5 µM],-26%[138 µM],-5%[87.6 µM],-7%[172 µM]
CN1CCN(c2ccc3ncn(-c4cccnc4)c(=O)c3n2)CC1,-9%[87.6 µM],-2%[172 µM],23,i,?,33%[activator][87.6 µM],-5%[172 µM]
CCc1ccccc1NC(=O)CSc1nc2c(c(=O)[nH]1)CN(Cc1ccccc1OC)CC2,-11%,/,7,/,/,-6%,/
CCOC(=O)CNc1ncnc2c1nnn2C,-6%,/,12,/,/,9%,/
COc1ccc(C(=O)N2CCC(Oc3ccc(C(=O)N4CCOCC4)cn3)CC2)cc1,10%,?,40,-7%,-19%,?,-10%
C=CCN1CC2(CCC1=O)CCN(C(=O)[C@H](OC)c1ccccc1)CC2,4%,-4%,-5,-20%,i,-5%,10%
CCS(=O)(=O)N(C1CC1)C1CCOC2(CCN(C(=O)c3cc(F)ccc3F)CC2)C1 (stereo not drawn),3%,?,23,i,-19%,-1%,8%
O=C(N1CCC(n2cc(-c3nc(C4CC4)no3)nn2)C1)C1(c2ccccc2)CC1 (stereo not drawn),-1%,-6%,-9,0%,-29%,?,2%

# Compounds shown so far that have a thiophene ring, fused or not, in the order listed:
SMILES,HEK293 viab,HEK293 tox,IP6K1 inh,GPT2 inhibitor,3T3 cytotox,SNCA expr inhib,FLuc inh
CCn1c(=O)c2cc(C(=O)NCc3ccc(F)cc3Cl)sc2c2ccccc21,3%,/,11,/,/,24%,/
COC(=O)c1scc(-c2ccc(C)cc2)c1S(=O)(=O)Nc1ccc(NC(C)=O)cc1,-12%,/,18,/,/,-19%,/
Cc1ccsc1C(=O)N1CC2CC(C1)[C@H]1CCCC(=O)N1C2 (stereo partly drawn),-4%,9%,21,-6%,i,0%,5%
